# Source: PubChem BioAssay
# ELG1 genotox – genotoxicity induction in ELG1-luciferase HEK293T cells; HEK293T ELG1-luciferase reporter, luminescence, 16 h; 1.3% of 330,000 active; AID 504466; Potency, µM (doses to about 46 µM), for the others: top-dose activity change, positive = activation, usual class: activators; further: % of control where 0% means no effect; nearly all actives have a fitted effect of over 60% in size
#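 ELG1-luciferase HEK293T cells, 2,000/well; compound pinned in; 16 hr, 37 °C, 5% CO2; ONE-Glo, 30 min RT; luminescence on CCD imager.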
# Rab9 prom act – activators of Rab9 promoter; Huh7 Rab9 promoter-luciferase reporter, luminescence, 24 h; Potency, µM (doses to about 9.22 µM), without a hit: at the top dose activation, negative = inhibition, actives largely listed as activators; 2.8% of 320,000 active; AID 485297; further: % of control where 0% means no effect; nearly all actives have a fitted effect of over 60% in size
#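 Quantitative HTS format; Huh7 Rab9-luciferase reporter cells (1500/well) receive compound 2 h post-plating, incubate 24 h at 37 °C, then get luciferase reagent for 10 min before luminescence reading.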
# VP16 counter – inhibits Gal4-VP16 luciferase reporter, ROR gamma counter-screen; Drosophila S2 Gal4-VP16 UAS-luciferase, luminescence, 20 h; 3.5% of 310,000 active; Potency, µM (series often up to 53.6 µM), without a hit: at the highest dose activity, negative = inhibition, actives largely listed as inhibitors; AID 2546;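 further: Gal4-VP16 expression switched on by copper sulfate through the metallothionein promoter; on the % scale 0 is the no-effect control and ±100 the full control effect; nearly all actives have a fitted effect of over 50% in size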
# p53 reactivator – mutant p53 re-activation in reporter cells | H1299 p53-A138V BP100-luciferase reporter, luminescence, 24 h | Potency, µM (highest dose often 92.2 µM), for inactives: at the highest dose activity change, positive = activation, most hits filed as activators | 0.063% of 320,000 active; further: % of control where 0% means no effect; nearly all actives have a fitted effect of over 45% in size
#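 p53-null H1299 cells stably carrying temperature-sensitive p53-A138V and a BP100-luciferase reporter were pinned with compounds (4-point, 1:5 series) and held 24 hrs at 37 deg C. Luminescence was read 10 min after detection reagent.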
# BRCA1 expr act – activators of BRCA1 expression; MCF7-BRCA1-FFLuc reporter, luminescence, 48 h; response scale: scaled: vehicle 0%, 10 µM genistein 100%; Potency, µM (series often up to 46.1 µM), inactives show top-dose activation, most hits filed as activators; 1.1% of 380,000 active; further: nearly all actives have a fitted effect of over 80% in size; some results filed as inactive show a strong effect at the top dose
#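 Quantitative HTS in MCF7 cells stably reporting BRCA1 expression via firefly luciferase. Compound treatment lasts 48 h at 37 °C in phenol-red free MEM. Activation is expressed relative to genistein at 10 microM and DMSO.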
# MBNL1-CUG inh – inhibitors of human MBNL1 binding to CUG repeat RNA; Q9NR56; Potency, µM (top dose mostly 57.5 µM), for inactives: at the top dose activity change, negative = inhibition, usual class: inhibitors; 0.036% of 280,000 active; TR-FRET MBNL1-His/biotin-(CUG)12 binding, 665/545 ratio; active means well fitted inhibition curve with a large enough effect in the signal ratio, with a control signal flat, not every such curve was filed as active; inconclusive means small, poorly fitted or top-dose-only effect, or effect the other way, or a change in a side signal; inactive means no such curve, though single readings can be large or run the other way; the % refers to the signal ratio; further: on the % scale 0 is the no-effect control and ±100 the full control effect
# Target sequence (Q9NR56 whole entry, looked up): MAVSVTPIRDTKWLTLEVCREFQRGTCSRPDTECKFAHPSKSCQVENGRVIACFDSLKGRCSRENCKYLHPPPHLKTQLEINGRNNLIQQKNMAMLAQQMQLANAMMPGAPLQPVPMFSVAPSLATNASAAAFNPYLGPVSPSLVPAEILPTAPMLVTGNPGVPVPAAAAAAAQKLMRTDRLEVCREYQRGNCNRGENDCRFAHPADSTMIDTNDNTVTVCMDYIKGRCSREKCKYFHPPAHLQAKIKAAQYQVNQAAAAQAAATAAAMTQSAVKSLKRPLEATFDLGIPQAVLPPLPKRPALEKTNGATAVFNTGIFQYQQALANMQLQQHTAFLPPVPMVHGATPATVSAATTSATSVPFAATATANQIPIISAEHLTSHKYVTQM
#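 Compounds (final 92 nM to 58 uM) are added to His-tagged MBNL1 and biotin-(CUG)12, then terbium anti-His antibody and streptavidin-XL665 (5 nM final). After 60 min at room temperature, the 665/545 nm ratio is read.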
# RORgamma inh – blocks mouse ROR gamma transcriptional activity. P51450. Potency, µM (series often up to 53.6 µM), inactives show top-dose activity change, negative = inhibition, hits mostly inhibitors. 5.4% of 310,000 active. AID 2551. Drosophila S2 Gal4-RORgamma UAS-luciferase reporter, 20 h; further: on the % scale 0 is the no-effect control and ±100 the full control effect; nearly all actives have a fitted effect of over 60% in size
# Target sequence (P51450 whole entry, looked up, the tested form may be a part): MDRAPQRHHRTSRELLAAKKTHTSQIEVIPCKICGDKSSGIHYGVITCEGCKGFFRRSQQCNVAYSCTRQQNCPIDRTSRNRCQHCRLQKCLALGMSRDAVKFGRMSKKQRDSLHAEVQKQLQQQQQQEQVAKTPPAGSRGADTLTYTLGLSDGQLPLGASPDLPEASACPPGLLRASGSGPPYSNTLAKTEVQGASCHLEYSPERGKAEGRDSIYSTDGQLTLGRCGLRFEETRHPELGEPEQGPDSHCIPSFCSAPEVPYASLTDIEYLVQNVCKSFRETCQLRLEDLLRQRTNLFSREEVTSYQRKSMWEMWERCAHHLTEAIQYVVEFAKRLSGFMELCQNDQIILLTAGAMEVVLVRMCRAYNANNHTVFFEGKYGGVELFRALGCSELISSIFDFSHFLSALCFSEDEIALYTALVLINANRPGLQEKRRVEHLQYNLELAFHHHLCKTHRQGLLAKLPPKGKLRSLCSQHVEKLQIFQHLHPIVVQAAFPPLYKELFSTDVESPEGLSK
#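 Using a luciferase readout, inhibitors were identified by reduced reporter activity in Drosophila cells coexpressing a copper-inducible Gal4–ROR gamma fusion and UAS-driven Photinus luciferase, incubated 20 hr after 700 uM copper sulfate.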
# uPA generation – cell surface uPA generation inhibition; Potency, µM (titrated, usually from 38.3 µM), for the others: at the top dose activity change, negative = inhibition, usual class: inhibitors; 0.31% of 330,000 active; cell surface uPA generation assay, qHTS; active means well fitted inhibition curve with a large enough effect; inconclusive means small, poorly fitted or top-dose-only effect; inactive means no such curve, though single readings can be large or run the other way; tested in mouse RAW 264.7 cells; further: on the % scale 0 is the no-effect control and ±100 the full control effect; nearly all actives have a fitted effect of over 55% in size
# NPC1 prom act – activates the NPC1 promoter. AID 485313. Potency, µM (doses to about 9.22 µM), for the others: at the highest dose activation, most hits filed as activators. Huh7 NPC1 promoter luciferase reporter, 24 h. 2.4% of 320,000 active;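 further: % of control where 0% means no effect; nearly all actives have a fitted effect of over 60% in size; reporter is driven by a mutant NPC1 promoter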
#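 Luminescence from an NPC1 promoter-driven luciferase reporter in stably transfected Huh7 cells was measured after 24 h compound treatment at 37 °C, followed by 10 min ambient incubation with luciferase detection reagent.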
# FLuc modulator – inhibits or activates purified firefly luciferase, miR-21 counter-screen; 6.9% of 360,000 active; Potency, µM (top dose mostly 57.5 µM), without a hit: at the highest dose activity change, negative = inhibition, hits mostly inhibitors; P08659; AID 588342; purified FLuc, Km substrates, luminescence inhibition;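 further: plate controls were vehicle for no effect and reference inhibitor for full effect; nearly all actives have a fitted effect of over 55% in size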
#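 Purified P. pyralis luciferase, 10 nM final, with Km-level 10 uM D-luciferin and 10 uM ATP in 50 mM Tris acetate pH 7.5, 10 mM Mg acetate, 0.01% Tween-20, 0.05% BSA; 6-point qHTS titration about 60 µM downward; luminescence read.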
# * = called active by the depositor; ? = inconclusive; . = no result given; & = joins results of further samples; [ ] = dose if it differs, or a comment. Unless noted, the call rests on the fitted dose curve; in most records, active means well fitted curve in the direction sought with a large enough effect; inconclusive means small, poorly fitted or top-dose-only effect, or another doubt; inactive means no such curve, though single readings can be large; an effect the other way counts as inactive or inconclusive. Potency means the concentration at half of the fitted maximal effect.
SMILES,ELG1 genotox,Rab9 prom act,VP16 counter,p53 reactivator,BRCA1 expr act,MBNL1-CUG inh,RORgamma inh,uPA generation,NPC1 prom act,FLuc modulator
COc1ccc(NC(=O)CC(c2ccccc2)c2ccco2)cc1 (stereo not drawn),0%,11%,1%,0%,-11%,-3%,?,0%,0%,-5%
COC(=O)CSc1nc(Cc2ccccc2)nc2ccccc12,-2%,0%,-3%,0%,-1%,16%,-1%,2%,1%,-2%
O=c1c([N+](=O)[O-])c(N2CCOCC2)c2ccccc2n1-c1ccccc1,4%,-1%,6%,4%,-2%,1%,4%,-1%,-3%,-1%
Cc1ccc(C)c(OCCC(=O)NCCc2ccc(S(N)(=O)=O)cc2)c1,2%,-5%,-2%,-2%,-9%,-5%,16%,4%,-4%,3%
CC[N+](CC)(CC)CC(=O)Nc1ccc(SC(F)F)cc1,-1%,0%,-2%,0%,2%,0%,4%,-2%,-7%,-2%
CC(C)c1ccc2oc(=O)cc(CN3CCN(c4ccccc4)CC3)c2c1,-9%,-5%,0%,1%,-39%,-4%,4%,6%,-1%,5%
Cc1onc(-c2ccccc2Cl)c1C(=O)N1CC(C)CC(C)C1 (stereo not drawn),-6%,4%,7%,-1%,-13%,0%,28%,-1%,2%,-3%
c1ccc(CCn2nnnc2C(c2cccs2)N2CCN(Cc3ccc4c(c3)OCO4)CC2)cc1 (stereo not drawn),-17%,1%,?,3%,-46%,5%,-10%,-9%,-4%,-2%
CCCCOC(=O)CSc1nc2c(c(=O)[nH]c(=O)n2C)n1C/C=C(\C)Cl,-5%,9%,-4%,0%,-14%,2%,1%,-2%,24%,0%
CS(=O)(=O)Nc1ccc(C2=NN(C(=O)c3ccco3)C(c3cccc(F)c3)C2)cc1 (stereo not drawn),-3%,3%,-22%,-6%,-21%,?,?,3%,3%,-12%
COc1ccc(N(CC(=O)Nc2cccc(C(F)(F)F)c2)S(=O)(=O)c2c(C)[nH]c(=O)[nH]c2=O)cc1,2%,0%,-15%,-15%,10%,10%,5%,3%,0%,1%
Cc1ccc(/C=C(\NC(=O)c2ccccc2)C(=O)NCCN2CCOCC2)o1,5%,4%,7%,.,-12%,-2%,-25%,6%,0%,1%
Cc1onc(-c2ccccc2Cl)c1C(=O)NCCn1ccc2ccccc21,-1%,0%,-5%,-8%,-22%,-13%,21%,6%,-5%,12%
COc1ccc(/C=C(/NC(=O)c2ccccc2)C(=O)N2CCCC2)cc1,0%,0%,3%,2%,-34%,7%,-19%,3%,-3%,4%
COc1cccc2sc(Nc3nnc(-c4ccc(F)cc4)o3)nc12,?,-9%,5µM*,-1%,-45%,5%,2.2µM*,5.6µM*,-3%,24µM*
CCN(CC)C(=O)C(=O)N/N=C/c1ccc(C(=O)O)cc1,7%,0%,-1%,-2%,-16%,-7%,-15%,1%,-3%,2%
CCOc1ccc(NC(=O)CC2CC(C)(C)OC2=O)cc1 (stereo not drawn),1%,1%,-3%,2%,5%,11%,28%,2%,0%,-2%
Fc1ccc(CNCc2cccc(Br)c2)cc1,4%,-2%,-1%,2%,-10%,-10%,-10%,2%,0%,-10%
COc1ccc(N=c2oc3ccc(OC)cc3cc2-c2nc3ccccc3[nH]2)cc1,.,.,-7%,.,-50%,8%,10µM*,-2%,.,?
Cc1ccc(CNC(=O)C2c3ccccc3C(=O)N3CCc4ccccc4C23)o1 (stereo not drawn),4%,-4%,-7%,26%,-63%,3%,-1%,.,-2%,-11%
O=C(NN=C1CCCC1)c1sc2ccccc2c1Cl,-4%,4%,?,-1%,8%,3%,11µM*,3%,0%,?
Cc1cc(CN(C)C(=O)c2cc(COc3ccc(C)c(C)c3)on2)on1,16µM*,1.4µM*,5%,-3%,?,0%,18%,18%,2.5µM*,12µM*
COc1ccc(CCC(=O)NC2=NCCS2)cc1OC,-1%,3%,1%,-3%,-21%,6%,3%,1%,-4%,2%
N#CCCN(CCC#N)C(=O)C1c2ccccc2Oc2ccccc21,4%,0%,-5%,4%,-11%,-2%,20%[1.91 µM],-2%,0%,3%
O=C(Cn1cnc2c(nnn2Cc2ccccc2)c1=O)N1CCN(c2ccccc2)CC1,2%,0%,-10%,-4%,9%,-1%,53%,7%,4%,-2%
CCc1ccc(N2C(=O)CC(c3ccc(F)cc3)C3=C2COC3=O)cc1 (stereo not drawn),-1%,1%,4%,-6%,.,2%,-4%,.,0%,7%
COc1ccc(-n2c(=S)[nH]c3cc(C(=O)NCCCN4CCCC4=O)ccc3c2=O)cc1OC,4%,-1%,0%,-1%,0%,-6%,-18%,1%,0%,-1%
OCCN1CCN(CC(O)COCc2ccc3c(c2)OCO3)CC1 (stereo not drawn),3%,-3%,-4%,8%,-19%,6%,-24%,5%,-5%,0%
CCOC(=O)c1c(C)[nH]c(C(=O)Cn2nnc(-c3ccc(Cl)cc3)n2)c1C,-1%,-1%,-26%,-1%,-11%,7%,-9%,-3%,0%,1%
COc1ccc(NC(=O)C(C)N2c3cccc4cccc(c34)S2(=O)=O)c(OC)c1 (stereo not drawn),0%,0%,-5%,-2%,-9%,8%,17%,0%,0%,-1%
COCC1CCCCN1C(=O)c1ccc2oc(CCc3ccccc3)nc2c1 (stereo not drawn),?,?,-4%,4%,77%,-9%,0%,0%,?,?
OCCN1CCN(Cc2cc(Br)cc(Br)c2O)CC1,6%,-2%,7%,-4%,7%,2%,0%,.,2%,3%
N#Cc1ccc(Oc2nc(Nc3ccc(F)cc3)nc(N3CCCC3)n2)cc1,-7%,4%,-6%,14%,-51%,-5%,23%,.,0%,-7%
CCn1c(SCC(=O)Nc2ccc3c(c2)c2ccccc2n3CC)nnc1-c1ccco1,-6%,-4%,1%,-6%,-1%,-5%,24%,-6%,-1%,2%
CCCn1c(SCC#N)nc2c(c1=O)C1(CCCC1)Cc1ccccc1-2,-1%,-4%,5%,6%,-30%,10%,-23%,-3%,-5%,-1%
Cc1ccc2c(cnn2C(=O)CCC(=O)NCc2ccccc2Cl)c1,-6%,8%,-9%,9%,7%,7%,1%,4%,1%,-2%
COc1ccccc1CN1CC(C(=O)NCCc2ccc(C)o2)CCC1=O (stereo not drawn),1%,1%,16%,24%,-17%,1%,16%,3%,-3%,-11%
Cc1cccc(N=C/C(C(=O)C(F)(F)F)=C(\O)c2ccco2)c1,1%,0%,-4%,6%,-54%,?,8%,0%,-4%,10%
CCc1nonc1NC(=O)c1oc2ccc(Cl)cc2c1C,15%,?,-9%,?,?,-1%,9%,11%,22%,-9%&-10%
CCc1ccc(/C(C)=N/NC(=O)c2ccccn2)cc1,5%,1%,-8%,17%,29%,-6%,?,?,12%,?
COc1ccc(S(=O)(=O)N2CCCCC2)cc1NC(=O)CN1CCN(C(C)=O)CC1,2%,-15%,-4%,-4%,-1%,-7%,19%,2%,-3%,5%
CCCCC(=O)NC1=C(C(=O)OC)SCC1,0%,-4%,0%,10%,3%,23%,-4%,-1%,-1%,-2%
CN(C(=O)c1cccc(S(=O)(=O)N2CCCCC2)c1)C1CCS(=O)(=O)C1 (stereo not drawn),4%,-12%,.,3%,-5%,.,.,-2%,-2%,-1%
CC(=O)c1cccc(NC(=O)N2CCCC2C(=O)Nc2cccc(C)c2)c1 (stereo not drawn),0%,3%,-2%,-3%,-7%,-11%,-5%[10 µM],-1%,-5%,5%
Cc1cc2cc(CNC(=O)C3CC3)ccc2n1C,-2%,5%,-7%,15%,12%,-5%,1%,1%,-6%,6%
CCOC(=O)c1c(NC(=O)c2cc(-c3ccc(O)cc3)on2)sc(C(C)=O)c1C,1%,-4%,-9%,12%,0%,-25%,7%,-2%,-6%,-3%
COc1n[nH]c(C(=O)Nc2cc(F)ccc2C)c1[N+](=O)[O-],-2%,2%,-11%,7%,-3%,30%[11.5 µM],?,-1%,-3%,-15%
COC(=O)c1ccc(COc2ccc(F)cc2)o1,7%,2%,-6%,3%,55%,2%,9%,0%,0%,-21%
O=C(COc1ccccc1[N+](=O)[O-])Nc1ccc2c(c1)OCO2,9.2µM*,2.2µM*,7%,2%,10µM*,2%,3%,?,2.5µM*,4.8µM*
COc1cccc(OC)c1-c1nn(-c2ncc(C(F)(F)F)cc2Cl)c(=O)o1,-1%,-4%,3%,-4%,1%,-1%,5%,1%,0%,5%
# Following part
SMILES,ELG1 genotox,Rab9 prom act,VP16 counter,p53 reactivator,BRCA1 expr act,MBNL1-CUG inh,RORgamma inh,uPA generation,NPC1 prom act,FLuc modulator
O=S(=O)(c1ccccc1)[C@@]1(c2ccc(Br)cc2)C[C@@H]2ON=C(c3ccccc3)[C@@H]2C1,-3%,0%,.,5%,0%,.,.,6%,-6%,11%
COc1ccc(C)cc1NC(=O)CSc1ccc(-c2ccco2)nn1,-10%,-7%,-10%,-2%,-19%,15%,?,2%,0%,?
O=S(=O)(NC(=NC1CCCCC1)c1ccccc1)c1ccccc1,7%,-2%,-1%,7%,-17%,0%,0%,3%,-2%,0%
O=C(c1ccco1)N1CCN(c2ncnc3c2cnn3-c2ccccc2)CC1,?,28%,3%,22%,43%,-2%,27%,3%,26%,?
